Rac1 GTP hydrolysis: MgcRacGAP GTPase-activating activity inhibitors, confirmation, biochemical, ADP Hunter fluorescence; one-dose inhibition, % at 30 µM; IC50 in µM for titrated hits; MgcRacGAP-stimulated Rac1 GTP hydrolysis, ADP Hunter fluorescence; higher % means a stronger effect; GST-tagged Rac1 F28L mutant substrate; AID 624330, 2012; 340,000 compounds, 0.6% hits; Rac GTPase-activating protein 1 (Homo sapiens);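 active = first-screen hits whose inhibition reached a set limit at any dose in the follow-up dose series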;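 note: fluorescence reports GDP produced by GAP-driven GTP hydrolysis; strong numbers were not always called active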
LYP inhibition: inhibitors of LYP phosphatase, biochemical, fluorescence intensity, uHTS (AID 1779). Tyrosine-protein phosphatase non-receptor type 22 (Homo sapiens). recombinant LYP phosphatase, fluorescence intensity; higher % means a stronger effect. inhibition, % at 11.5 µM, or IC50 in µM where a hit was titrated. 290,000 compounds, 0.054% hits; in the data active = inhibition above about 50%;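 note: plate controls were vehicle with enzyme for no effect and no enzyme for full effect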
HIV fusion peptide: inhibitors of HIV fusion peptide binding, primary screen, biochemical, uHTS, fluorescence dequenching (AID 1986); cell-free peptide binding, fluorescence dequenching, 30 min; higher % means a stronger effect; inhibition, % at 20 µM, or IC50 in µM where a hit was titrated; 290,000 compounds, 0.3% hits; in the data active = inhibition mostly above about 52%, no sharp cut-off; inactive = mostly below about 76%; note: some results filed as inactive read as strong as hits
NS5 inhibitors: Dengue-2 NS5 methyltransferase inhibitors, primary screen, biochemical, confirmation dose response (AID 588689). Genome polyprotein (Dengue virus type 2 (strain 16681-PDK53)). Dengue-2 NS5 methyltransferase capping enzyme assay, biochemical; higher % means a stronger effect. inhibition, % at 25 µM; hits with a dose series show IC50 in µM. 340,000 compounds, 0.3% hits; in the data active = a potency from the dose series
Siah-1 displacement: Siah-1 peptide-binding antagonists, primary screen, biochemical, fluorescence polarization, rhodamine-plectin, uHTS (AID 1817); Siah-1 / rhodamine-plectin peptide fluorescence polarization; higher % means a stronger effect; 290,000 compounds, 0.02% hits; one-dose displacement, % at 20 µM; IC50 in µM for titrated hits;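 active = displacement of at least 50% at 20 µM, with a fluorescence ratio check between 0.3 and a set limit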;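 note: plate controls were Siah plus tracer with DMSO for no effect and tracer alone without Siah for full effect; strong numbers were not always called active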
SV40 large T antigen: SV40 large T antigen inhibitors, biochemical (AID 1903). SV40 large T antigen ATPase/helicase inhibition assay; higher % means a stronger effect. inhibition, % at 20 µM; hits with a dose series show IC50 in µM. 310,000 compounds, 0.39% hits; in the data active = a potency from the dose series; note: strong numbers were not always called active
AID2073: inhibitors of Mint1-CaV2.2 protein interaction, biochemical, HTRF (AID 2073); Voltage-dependent N-type calcium channel subunit alpha-1B (Homo sapiens); HTRF protein-protein interaction, Mint1-CaV2.2; higher % means a stronger effect; one-dose inhibition, % at 20 µM; IC50 in µM for titrated hits; 290,000 compounds, 0.19% hits; in the data active = inhibition mostly above about 51%, no sharp cut-off; note: some results filed as inactive read as strong as hits
RSV CPE inhibition: RSV antiviral activity via CPE protection, HEp-2 cells, primary 10 µM value included (AID 2391). HEp-2 cells, RSV-induced CPE inhibition; higher % means a stronger effect. CPE inhibition, % at 10 µM, or IC50 in µM where a hit was titrated. 310,000 compounds, 0.13% hits; in the data active = a potency from the dose series; note: strong numbers were not always called active
XIAP displacement: XIAP antagonists, biochemical, IAP family, fluorescence polarization (AID 1018); E3 ubiquitin-protein ligase XIAP (Homo sapiens); XIAP BIR domain, fluorescence polarization peptide displacement; higher % means a stronger effect; displacement, % at 20 µM, or IC50 in µM where a hit was titrated; 200,000 compounds, 0.007% hits; in the data active = displacement above about 50%; note: a part of the inactive calls stands beside numbers as strong as those of hits
NS5 inhibitors pilot replicate: second read-out of NS5 inhibitors, no call of its own (marks repeat the call); inhibition, %; measured here: pilot screen replicate inhibition
* marks the source's active call; other numbers are inactive results; / = no result given.

SMILES	Rac1 GTP hydrolysis	LYP inhibition	HIV fusion peptide	NS5 inhibitors	Siah-1 displacement	SV40 large T antigen	AID2073	RSV CPE inhibition	XIAP displacement	others
CN(Cc1ccccc1)C(=O)CCC1CCN(C(=O)c2ccccc2C(F)(F)F)CC1	-6%	-7%	-0.4%	1%	1%	24%	-5%	10%	/
CCC(=O)N1CCc2cc(Br)cc(S(=O)(=O)NC3CCN(Cc4ccccc4)CC3)c21	3%	-14%	1.1%	0%	-5%	11%	8%	0.3%	/
O=C(NN=C1CCN(Cc2ccccc2)CC1)c1ccccc1O	5%	1%	3.9%	-13%	-7%	11%	-1%	-0.5%	-14%
COc1ccc(S(=O)(=O)N2CCOCC2)cc1C(=O)Nc1ccc2c(c1)OCO2	10%	-4%	1.5%	-7%	0%	15%	7%	2.2%	/
Cc1cc(Oc2ccccc2)nc2ccc(O)cc12	/	1%	0.1%	/	4%	16%	17%	/	-5.1%
CCN(CC(=O)Nc1cc(S(=O)(=O)N2CCCCC2)ccc1C)Cc1ccccc1	2%	/	/	4%	/	14%	/	18%	/
COc1ccc(OC)c(NC(=O)c2ccc(OC3CSC3)cc2)c1	10%	-2%	-1.6%	1%	-2%	18%	13%	3.3%	-3.3%
c1ccc(-n2ncc3c(NCCCN4CCOCC4)ncnc32)cc1	-4%	-2%	-1.3%	-6%	1%	3%	5%	0.8%	-2.0%	NS5 inhibitors pilot replicate=-5.2
O=C1CC2(CCN(C(=O)COc3ccccc3)CC2)Oc2ccccc21	5%	/	/	1%	/	7%	/	0.7%	/
Cc1ccsc1-c1nc(CN2CCN(C)C(=O)[C@@H]2C)c(C)o1	-16%	4%	0.8%	-7%	-4%	13%	6%	2.5%	-13%
COc1ccc(-c2c[n+]3c(n2-c2ccc(C)cc2)CCCCC3)cc1	-13%	2%	-0.5%	0%	4%	8%	16%	1.2%	/
COc1ccc(N2CCN(C(CNC(=O)C(=O)NC3CC3)c3ccco3)CC2)cc1 (stereo not drawn)	7%	/	/	-4%	/	34%	/	1.3%	/
FC(F)(F)c1cccnc1N1CCN(c2ncnc3nc[nH]c23)CC1	4%	0%	-1.8%	-1%	6%	2%	0%	6.7%	-2.0%
COc1ccc(NS(=O)(=O)c2csc(C(N)=O)c2)cc1OC	/	-7%	-1.2%	-10%	-8%	-1%	6%	-1.6%	/
Cc1cccc(NS(=O)(=O)c2cccc(C(=O)N3CCCC3)c2)c1	-3%	/	/	-7%	/	22%	/	2.7%	/
COc1ccc(S(=O)(=O)NCCSCc2ccco2)cc1C	5%	/	/	0%	/	5%	/	1.5%	/
COc1ccc(N(CC(=O)N2CCN(c3ccccc3F)CC2)S(=O)(=O)c2ccc(C)cc2)cc1	10%	7%	-0.8%	-1%	3%	16%	10%	3.6%	/
COc1ccc(Oc2coc3cc(OC(=O)/C=C/c4ccccc4)ccc3c2=O)cc1	9%	1%	2.2%	-2%	22%	23%	3%	0.5%	-3.0%
CCC(=O)Nc1ccc(S(=O)(=O)NCC2CCCO2)cc1 (stereo not drawn)	2%	-1%	-0.3%	-4%	3%	0%	-3%	0.2%	-3.9%
Cn1nnnc1SCC(=O)Nc1cc(S(=O)(=O)N2CCCC2)ccc1Cl	5%	3%	-0.3%	-14%	-2%	7%	8%	1.8%	-4.0%
N#Cc1cc2ccccc2nc1SCC(=O)NC1CC1	4%	-12%	-0.6%	-7%	0%	-1%	8%	-0.1%	/
CCCCn1nc(-c2ccccc2)c2nc3ccccc3nc21	/	-2%	-1.5%	/	-4%	8%	34%	1.4%	-4.9%
CC(C)(CNC(=O)c1cc2ccccc2o1)N1CCOCC1	4%	-10%	3.2%	-5%	1%	19%	5%	-0.2%	-3.2%
CS(=O)(=O)c1ccc2nc(NC(=O)C3=NN(c4ccccc4)C(=O)CC3)sc2c1	11%	4%	0.5%	0%	5%	27%	10%	0.0%	/
O=C(CSc1nnc(-c2ccncc2)o1)NCc1ccccc1Cl	1%	1%	1.2%	-5%	17%	6%	3%	1.2%	-0.8%

Five entries from above, ordered by count of non-hydrogen atoms, smallest number first.
SMILES	Rac1 GTP hydrolysis	LYP inhibition	HIV fusion peptide	NS5 inhibitors	Siah-1 displacement	SV40 large T antigen	AID2073	RSV CPE inhibition	XIAP displacement	others
Cc1cc(Oc2ccccc2)nc2ccc(O)cc12	/	1%	0.1%	/	4%	16%	17%	/	-5.1%
CCCCn1nc(-c2ccccc2)c2nc3ccccc3nc21	/	-2%	-1.5%	/	-4%	8%	34%	1.4%	-4.9%
COc1ccc(OC)c(NC(=O)c2ccc(OC3CSC3)cc2)c1	10%	-2%	-1.6%	1%	-2%	18%	13%	3.3%	-3.3%
O=C1CC2(CCN(C(=O)COc3ccccc3)CC2)Oc2ccccc21	5%	/	/	1%	/	7%	/	0.7%	/
COc1ccc(S(=O)(=O)N2CCOCC2)cc1C(=O)Nc1ccc2c(c1)OCO2	10%	-4%	1.5%	-7%	0%	15%	7%	2.2%	/

Filtered by structure, the entries above containing a CF3 group.
SMILES	Rac1 GTP hydrolysis	LYP inhibition	HIV fusion peptide	NS5 inhibitors	Siah-1 displacement	SV40 large T antigen	AID2073	RSV CPE inhibition	XIAP displacement	others
CN(Cc1ccccc1)C(=O)CCC1CCN(C(=O)c2ccccc2C(F)(F)F)CC1	-6%	-7%	-0.4%	1%	1%	24%	-5%	10%	/
FC(F)(F)c1cccnc1N1CCN(c2ncnc3nc[nH]c23)CC1	4%	0%	-1.8%	-1%	6%	2%	0%	6.7%	-2.0%

Additional results follow.
SMILES	Rac1 GTP hydrolysis	LYP inhibition	HIV fusion peptide	NS5 inhibitors	Siah-1 displacement	SV40 large T antigen	AID2073	RSV CPE inhibition	XIAP displacement	others
CN(Cc1ccccc1)C(=O)c1cc(-c2ccc(Br)cc2)on1	8%	0%	3.1%	-2%	-1%	0%	-1%	5.5%	-4.2%
CN(C)S(=O)(=O)c1cccc(C(=O)Nc2cc(Cl)cc(Cl)c2)c1	7%	-6%	0.7%	4%	-3%	15%	-6%	17%	-8.9%
C=CCn1c(C)cc(C(=O)Cn2nc(C(=O)O)c3ccccc3c2=O)c1C	0%	1%	2.1%	-4%	9%	1%	-6%	-0.7%	-1.2%
CCn1c(=O)c2sccc2n2c(CCCC(=O)NCCc3ccc(S(N)(=O)=O)cc3)nnc12	10%	-11%	2.2%	5%	10%	9%	18%	0.8%	/
CC(C)C(c1nnnn1C1CCCCC1)N1CCCc2ccccc21 (stereo not drawn)	6%	-3%	0.1%	-7%	4%	10%	18%	3.7%	-5.2%
Cc1cccc(C)c1OCC(=O)NNC(=O)CCNC(=O)c1ccc(Br)cc1	11%	-6%	1.5%	-6%	7%	24%	-3%	0.2%	/
Cn1c(SCC(N)=O)nnc1-c1ccc(S(=O)(=O)N2CCCC2)cc1	11%	-8%	1.0%	-3%	6%	6%	41%	2.5%	/
Cc1cnc(C(=O)OCC(=O)c2ccc[nH]2)cn1	-1%	/	/	-7%	/	8%	/	-2.2%	/
CCCCc1nc2cc(C(=O)N3CCCCC3C(=O)OC)ccc2o1 (stereo not drawn)	7%	-8%	1.2%	0%	2%	7%	16%	3.1%	/
C=CCNC(=O)c1ccc(-c2nc(-c3ccccc3)cs2)cc1	8%	-1%	0.3%	-3%	-2%	4%	-12%	19%	-8.3%
OCCC1CN(Cc2cccn2-c2cccnc2)CCN1C1CCCC1 (stereo not drawn)	13%	-15%	1.1%	-8%	1%	11%	-15%	-0.1%	/
Cc1cccc(C(=O)Nc2nnc(S(=O)(=O)N3CCOCC3)s2)c1	3%	-8%	1.2%	2%	-1%	23%	18%	1.7%	/
CC(=O)N1CCCc2cc(S(=O)(=O)N3CCCC3)ccc21	-2%	-5%	-0.1%	-1%	-1%	5%	11%	0.2%	/
COC(C[C@@H](O)C[C@@H](O)COCc1ccccc1)OC	6%	-12%	1.0%	-6%	7%	/	2%	/	/
CCCCc1ccc(NC(=S)NCc2cccs2)cc1	3%	-6%	-2.5%	-7%	2%	11%	-7%	-2.2%	-1.5%
Cc1cccc(C)c1NC(=S)N(Cc1ccccc1)Cc1cccnc1	5%	2%	1.2%	-4%	4%	-3%	-2%	0.7%	-7.1%
COc1ccc(S(=O)(=O)n2oc(=O)cc2-c2ccccc2)cc1	6%	-8%	-1.3%	1%	2%	5%	1%	0.0%	-2.9%
CCCc1cc(=O)c2c(O)ccc(OC)c2o1	9%	-10%	-2.4%	0%	1%	12%	7%	0.5%	/
C=CCNC(=O)C1CC(=O)N(c2ccc(OCC(=O)Nc3ccccc3)cc2)C1 (stereo not drawn)	4%	-10%	-1.9%	-4%	1%	-3%	1%	1.7%	-1.7%
CN1/C(=C\C(=O)COc2ccc3c(c2)OCO3)C(C)(C)c2ccccc21	6%	2%	2.4%	-22%	-1%	11%	5%	6.0%	-8.8%
Cn1c(CNC(=O)C(Cc2ccccc2)NC(=O)c2ccccc2F)cc(=O)n(C)c1=O (stereo not drawn)	10%	-6%	25%	1%	11%	8%	7%	0.7%	/
Cc1ccc(-n2cc(CN3CCN(c4ccccn4)CC3)c(-c3ccc(F)cc3)n2)cc1	0%	2%	-0.6%	-1%	17%	7%	17%	8.5%	-4.7%
Cc1ccc(S(=O)(=O)Nc2ccc(NC(=O)c3cccnc3)cc2)cc1	4%	-8%	-1.1%	-4%	-5%	24%	10%	3.8%	-7.0%
CC1C(=O)Nc2ccc(S(=O)(=O)NCCc3ccc(Cl)cc3)cc2NC1=O (stereo not drawn)	4%	-9%	1.8%	-3%	3%	1%	16%	2.9%	/
O=C(c1ccco1)c1cn(CC(=O)N2CCCC2)c2ccccc12	-1%	2%	-0.6%	-7%	3%	15%	14%	0.1%	-5.1%
CC(C)C(=O)NCCc1nc2ccccc2n1C	1%	1%	0.8%	-1%	1%	18%	3%	0.7%	-2.7%
O=C(O)CSCc1cnn(-c2ccccc2)c1-n1cccc1	2%	0%	4.6%	-6%	-3%	10%	1%	/	-2.1%
COc1cc(O)c(C(CCN2CCN(c3ccccc3)CC2)c2ccc3c(c2)OCO3)c(OC)c1 (stereo not drawn)	3%	2%	0.3%	-10%	3%	7%	7%	-2.1%	/
O=C(COC(=O)CNC(=O)c1cccc([N+](=O)[O-])c1)Nc1cccc(S(=O)(=O)N2CCCC2)c1	1%	-9%	-2.1%	-4%	-3%	17%	5%	1.8%	-7.8%
Fc1ccc(-c2nc(-c3cccs3)no2)cc1	1%	-12%	1.0%	-13%	-7%	21%	1%	0.0%	/

Rows were taken by chance, and some 1.7% of all compounds hit somewhere here.
